# Screens (PubChem)
# PGC1a acetyl inh: lowers PGC1a acetylation signal in U2OS cells; AlphaScreen anti-acetyl-lysine; with virally co-expressed GCN5 acetyltransferase; inhibition, % at 15.6 µM; 0.17% of 350,000 active;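 active = every replicate shows inhibition of at least 40%; inconclusive = mean inhibition at least 40% but some replicate below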;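 note: 0% = neutral control wells and 100% = positive control wells; some results beyond the cut were filed as inactive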
# PglD DTNB: PglD (C. jejuni) enzyme inhibition; inhibition, % at 12.5 µM; 0.098% of 360,000 active; purified PglD enzyme, DTNB colorimetric CoA detection; in the data active = inhibition above about 16%, passing the limit was not always enough; inconclusive = no clear call, values can overlap the other calls; note: strong numbers were not always called active
# GSIS activator: GLuc luminescence reporter in INS-1E cells, primary screen for activators of glucose-dependent secretion of insulin | INS-1E GLuc reporter insulin secretion, 2-3 h | activation, % at 16.6 µM | 0.61% of 370,000 active;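 active = lowest replicate activation of at least 40%, so every replicate reaches that level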;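 note: 0% = median of neutral control wells and 100% = median of IBMX positive control wells; some compounds called inactive have numbers as strong as hits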
# Statin myotox sup: protects C2C12 myotubes from simvastatin toxicity; ATP luminescence, 48 h; scaled: DMSO 0, geranylgeraniol control 100; rescue of ATP level, % at 7.49 µM; 0.78% of 330,000 active;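 active = mean ATP rescue above about 67%, or every replicate alone reaching that limit, limit read from the data, passing the limit was not always enough; inconclusive = no clear call, values can overlap the other calls; inactive = mean under the limit and some replicate under it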;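 note: myotubes were challenged with 10 µM simvastatin during compound exposure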
# LGR2 antag: Drosophila LGR2 receptor signaling inhibition | HEK293 LGR2, CRE-luciferase, bursicon-stimulated, 4 h | inhibition, % at 9.99 µM | 0.35% of 380,000 active | AID 720647;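 active = drop in luminescence signal, shown as inhibition above about 50% in the replicate tests, limit read from the data, passing the limit was not always enough; inconclusive = probably only some replicates passing the limit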;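 note: agonist challenge used bursicon conditioned medium at about half maximal strength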
# PAX8 reporter: lowers PAX8-driven luciferase in RMG-I cells; inhibition, % at 12.6 µM; 1.2% of 360,000 active; RMG-I TPO-luciferase reporter, SteadyGlo, 24 h;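 active = mean replicate inhibition at least 60% with every replicate also reaching 60%; inconclusive = only one of the two criteria is met; inactive = mean below 60% and not all replicates reaching 60%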;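 note: luciferase light reporting Pax8 driven TPO promoter activity; plate controls were median of neutral control wells for no effect and mitoxantrone controls for full effect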
# ARNT TACC3 PPI: disrupts binding between human ARNT and TACC3. AlphaScreen His-ARNT PAS-B/GST-TACC3 binding, luminescence; TACC3 fragment carries E629A point mutation. inhibition, % at 9.99 µM. 0.66% of 390,000 active. AID 623870;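 active = mean inhibition of replicates at least 50% and at least half of replicates each reaching 50%; inconclusive = half or more replicates reach 50% but mean below 50%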;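 note: 0% = complete ARNT plus TACC3 wells and 100% = ARNT alone without TACC3; many hits fall short of the cut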
# Cneo AK release: Cryptococcus neoformans lysis via adenylate kinase release; lysis activity, % at 15 µM; 0.2% of 360,000 active; C. neoformans lysis, adenylate kinase release luminescence, 4 h; normalised: neutral wells 0, clomiphene wells 100;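 active = mean lysis activity across replicates of at least 80%, whatever share of replicates individually reach that level; inactive = mean lysis activity below 80%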
#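 Assay system: C. neoformans cells. Amount: yeast cell density of 5 × 10^6 cells/mL. Technique: AK luminescence. Buffer or medium: YPD. Times: static 4 h at 37 °C with compound, 1 h detection. Dosing: single-point compound dose. Read-out: lysis from increased AK signal.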
# * = called active by the depositor; u = inconclusive; x = no result given.
SMILES,PGC1a acetyl inh,PglD DTNB,GSIS activator,Statin myotox sup,LGR2 antag,PAX8 reporter,ARNT TACC3 PPI,Cneo AK release
COc1cc2[nH]c(-c3ccc(C)cc3)cc(=O)c2cc1OC,-2,0,57*,-20,-20,-59,-17,-2
C[C@H](CO)N1C[C@H](C)[C@H](CN(C)S(=O)(=O)c2cccs2)Oc2c(NC(=O)c3ccc(-c4nccs4)cc3)cccc2C1=O,5,4,4,x,-8,x,-6,0
CCC(=O)Nc1ccnc(-c2cccnc2)n1,u,1,x,-10,x,x,-1,-2
COc1ccc(CNc2nc3nc(C)c(Cl)c(=O)n3[nH]2)cc1OC,1,-2,x,-1,x,-11,-4,2
O=C(C[C@H]1CC[C@H]2[C@@H](COC[C@@H](O)CN2C(=O)c2ccc(F)cc2)O1)NC1Cc2ccccc2C1,4,6,-4,8,5,10,-3,-2
C[C@H]1CN([C@@H](C)CO)C(=O)c2cccc(NC(=O)C3CCOCC3)c2O[C@H]1CN(C)S(=O)(=O)c1ccc(F)cc1,9,3,18,-10,3,0,-1,-3
C/C(=N\NC(=O)c1ccc2c(c1)OCO2)c1ccc(NS(C)(=O)=O)cc1,6,4,2,-5,-6,-26,5,4
Cn1c(=O)oc2cc(S(=O)(=O)NCCN3CCN(c4ccccc4F)CC3)ccc21,-2,0,x,-5,-2,14,-2,-1
O=C(CNS(=O)(=O)c1ccc(F)cc1)N1CCCCCC1,2,x,8,x,-5,-22,-6,x
Cc1ccc(C(=O)NCC(=O)OCC(=O)/C=C2\N(C)c3ccccc3C2(C)C)cc1C,0,-5,-22,-4,13,13,1,1
CN1C(=O)c2cc(NC(=O)c3cccc(C(F)(F)F)c3)ccc2OC[C@H]2O[C@@H](CC(=O)NCCN3CCCC3)CC[C@H]21,-8,3,9,-4,8,6,4,4
Cc1ccc(C(=O)Nc2ncccc2O)o1,2,-4,-1,-3,-15,x,43,-2
C[C@@H]1CN([C@@H](C)CO)C(=O)c2cc(C#CC3(O)CCCC3)cnc2O[C@H]1CN(C)S(=O)(=O)c1ccc(F)cc1,20,-1,-1,7,5,-1,-11,4
CCN(C[C@H]1[C@H](c2ccc(-c3cccnc3)cc2)[C@@H](CO)N1C(C)=O)C(C)=O,11,-1,5,-7,-3,-10,-8,-2
CCOC(=O)c1c(NC(=O)CN2C(=O)NC3(CCC(C)CC3)C2=O)sc(C(=O)N(C)C)c1C (stereo not given),x,-3,9,-24,-16,-1,-4,4
Cc1nn(CCc2nn[nH]n2)c2nc(C(F)(F)F)cc(C(F)(F)F)c12,-19,5,x,-23,x,x,-6,0
CCN(c1ccccc1)S(=O)(=O)c1cc(C(=O)Nc2ccc(Br)cc2)ccc1F,x,x,-46,x,5,-32,3,x
O=S(=O)(NCc1cccnc1)c1cc(Cl)ccc1Cl,6,x,1,-15,x,x,7,x
O=C(O)c1ccc(OC(F)(F)C(F)C(F)(F)F)cc1 (stereo not given),12,2,x,0,x,4,-6,0
COc1ccc(S(=O)(=O)N2CCC(C(=O)N[C@@H](C)C(=O)NCc3ccccn3)CC2)cc1,9,3,5,1,-15,-9,x,-1
COc1cc(C)c(CN2CCN(S(=O)(=O)c3ccc(Cl)s3)CC2)cc1OC,-79,8,-4,1,-25,-5,7,-1
CC(c1ccccc1)N1C(=O)c2ccc(C(=O)Nc3ccccc3C(=O)O)cc2C1=O (stereo not given),x,3,x,1,27,x,1,-2
Cc1ccc(NC(=O)CSc2nnc(C3CC3)n2CC2CCCO2)cc1C (stereo not given),-2,-2,2,2,3,-2,-9,-1
N#C[C@@H]1[C@@H](c2ccccc2-c2ccc(F)cc2)[C@H](CO)N1C(=O)Cc1ccccc1,-3,x,-23,x,9,7,x,x
CC1(C)Cc2c(C#N)c(NC3CCCCC3)nc(-c3ccco3)c2CO1,1,2,x,-5,x,x,x,-1
N#CC(=C(O)COC(=O)CCCNC(=O)c1ccc(Cl)cc1)c1nc2ccccc2[nH]1,7,x,1,x,8,x,9,x
CCOc1ccccc1CNn1nnnc1N,-6,4,x,-5,x,3,-5,1
Cc1ccc(S(=O)(=O)N(C)C[C@@H]2Oc3ccc(N(C)C)cc3C(=O)N([C@@H](C)CO)C[C@H]2C)cc1,-11,-2,3,-12,0,4,-6,2
CCOC1=C2[C@@H](CN(S(=O)(=O)c3ccc(C)cc3)[C@H]2c2ccc(CC)cc2)[C@H]2C(=O)N(C)C(=O)[C@H]2C1,13,-2,-17,7,16,4,x,1
COCCNC(=O)C[C@@H]1C[C@H]2c3cc(NC(=O)c4ccc5c(c4)OCO5)ccc3O[C@H]2[C@@H](CO)O1,-1,0,3,-1,-8,-22,5,4
Cc1ccc(S(=O)(=O)N2CCCN(C(=O)OC(C)(C)C)CC2)cc1,x,-7,15,3,15,7,-6,0
Cc1ccc(C)c(S(=O)(=O)Nc2ccc3sc(C)nc3c2)c1,-1,5,x,16,x,x,0,-1
COc1ccc2nc(NC(=O)CN3C(=O)NC4(CCCCC4)C3=O)sc2c1,-6,4,8,x,-1,13,-8,-5
CCOc1ccc(S(=O)(=O)N2CCOCC2)c2ccccc12,-13,-3,-10,15,-4,9,-4,2
C[C@@H]1CN([C@@H](C)CO)C(=O)c2cc(NC(=O)Nc3ccc4c(c3)OCO4)ccc2O[C@H]1CN(C)S(=O)(=O)c1ccc(Cl)cc1,6,-1,23,x,-6,x,-5,-2
CCCNC(=O)Nc1ccc2c(c1)OC[C@@H](C)N(C(=O)CC)C[C@@H](C)[C@@H](OC)CN(C)C2=O,4,-3,3,-6,7,x,0,-1

# Reprinted at random: 2 entries already listed, in no set order.
SMILES,PGC1a acetyl inh,PglD DTNB,GSIS activator,Statin myotox sup,LGR2 antag,PAX8 reporter,ARNT TACC3 PPI,Cneo AK release
CCCNC(=O)Nc1ccc2c(c1)OC[C@@H](C)N(C(=O)CC)C[C@@H](C)[C@@H](OC)CN(C)C2=O,4,-3,3,-6,7,x,0,-1
CCOc1ccc(S(=O)(=O)N2CCOCC2)c2ccccc12,-13,-3,-10,15,-4,9,-4,2

# Next part:
SMILES,PGC1a acetyl inh,PglD DTNB,GSIS activator,Statin myotox sup,LGR2 antag,PAX8 reporter,ARNT TACC3 PPI,Cneo AK release
Cc1ccc(S(=O)(=O)Nc2ccc3c(c2)C(=O)N([C@@H](C)CO)C[C@@H](C)[C@H](CN(C)Cc2ccc(Cl)c(Cl)c2)OCCCC[C@@H](C)O3)cc1,0,5,-11,x,7,76*,10,-8
CCCOC(=O)c1ccc(NC(=O)c2ccc(Br)o2)cc1,x,x,-18,x,-14,-22,3,x
NC(=O)c1csc(-c2ccncc2)n1,x,-5,x,9,x,2,-5,-2
CC(C)(CNC(=S)NCCc1ccccc1)CNC(=S)NCCc1ccccc1,-9,-3,-6,x,33,21,3,1
Cc1cccc(CN2CCN(C(=S)Nc3ccccc3)CC2)c1,x,x,-17,x,-17,5,1,x
CCOc1cccc(-c2nnc3n2N=C(c2cc(OC)ccc2OC)CS3)c1,-8,-6,7,-10,x,28,-4,0
Cc1ccc2cc(C(c3nnnn3Cc3ccccc3)N3CCc4ccccc43)c(=O)[nH]c2c1 (stereo not given),-4,-2,x,-12,x,x,-3,-2
Cc1onc(-c2ccccc2)c1C(=O)N1CCC(C)(C(=O)NS(=O)(=O)C2CC2)C1 (stereo not given),2,-2,4,1,5,11,x,0
Cc1ccc(NC(=O)/C(=C/c2ccc([N+](=O)[O-])cc2)NC(=O)c2ccccc2)cc1,1,x,-18,x,-11,6,-4,x
Cc1nn(-c2cccc(C(=O)O)c2)c(C)c1Oc1ccccc1O,x,3,x,10,x,x,-8,9
O=C(NCc1ccc(Cl)c(Cl)c1)c1cc(C2CCCCN2C(=O)CCc2ccccc2)on1 (stereo not given),-8,-4,6,8,23,26,x,-1
C[C@H](CO)N1C[C@H](C)[C@H](CN(C)C)OCc2cnnn2CCCC1=O,-3,-2,-4,1,13,x,0,-7
CN(C)S(=O)(=O)c1cccc(NC(=O)CC23CC4CC(CC(C4)C2)C3)c1,8,-2,-19,3,4,-6,-9,2
OCCNc1nnc(-c2ccccc2)c(-c2ccccc2)n1,x,x,20,x,-5,3,1,x
O=C(NCCN1CCOCC1)c1cc2ccccc2o1,2,4,x,5,x,1,-4,6
Cc1noc(C)c1NC(=O)Nc1ccc2c(c1)C(=O)N(C)[C@H]1CC[C@H](CC(=O)NCc3ccc(Cl)cc3)O[C@H]1CO2,x,2,-7,25,6,3,1,71
COc1ccc(-c2ccc(OC)cc2)cc1,5,1,x,12,x,x,-1,1
Cc1c(N2C(=O)CS/C2=N\N=C\c2ccccc2O)c(=O)n(-c2ccccc2)n1C,2,0,-18,-10,5,x,-4,1
CC(CNC(=O)CN1C(=O)NC2(CCCCC2)C1=O)c1ccccc1 (stereo not given),-4,0,-12,-5,-3,-22,1,-1
COc1cccc2cc(C(=O)C3=C(O)C(=O)N(CCN4CCOCC4)C3c3ccc(C)o3)oc12 (stereo not given),-2,-1,6,3,9,19,-4,4
O=C(CCN1CCOCC1)Nc1cc(C(=O)Nc2ccc(Cl)cc2)ccc1N1CC2CC(C1)c1cccc(=O)n1C2 (stereo not given),-10,1,-9,-28,6,1,14,-1
O=C(NC1CCSc2ccccc21)c1ccc(Cl)c(S(=O)(=O)N2CCOCC2)c1 (stereo not given),x,-4,-28,x,4,-1,1,-2
CCOc1ccc(Oc2cc(C)nc(SC)n2)nn1,2,3,x,16,x,16,-3,-3
CN(C)S(=O)(=O)c1cccc(COc2ccccc2C(=O)Nc2ccccc2)c1,-9,-1,-3,-13,1,-1,-8,-9
CCCc1cc2c(=O)c(-c3cscn3)c(C(=O)OCC)oc2cc1O,6,4,-1,1,x,-18,-3,0
CCOc1ccc2nc(N(CCCN(C)C)C(=O)c3ccc4c(c3)CCCC4)sc2c1,x,6,4,x,-9,-9,x,1
CCC(=O)Nc1ccc2c(c1)OC[C@H](C)N(C(=O)C1CC1)C[C@H](C)[C@@H](OC)CN(C)C2=O,6,1,4,12,-2,x,x,1
COCCNC(=S)N/N=C(\C)c1cccc(C(F)(F)F)c1,3,-8,-20,-40,-4,-20,x,21
C[C@@H]1CN([C@@H](C)CO)S(=O)(=O)c2ccc(C#Cc3ccccc3F)cc2O[C@@H]1CN(C)CC1CC1,-11,3,12,-33,19,x,23,0
CCC(Oc1cc(Cl)ccc1Cl)C(=O)NNC(=O)CCC(=O)O (stereo not given),-3,9,31,x,0,-8,-32,7
C[C@H]1CN([C@@H](C)CO)C(=O)c2cccc(NS(C)(=O)=O)c2O[C@@H]1CN(C)C(=O)Nc1cccc2ccccc12,0,9,-5,-11,-13,7,29,-7
O=C(Nc1ccc(Br)cc1)C1C2C=CC3(O2)C1C(=O)N(CCN1CCOCC1)C3C(=O)NC1CCCCC1 (stereo not given),8,1,-8,3,1,9,-3,-7
O=c1oc2ccccc2cc1-c1ccc(O)cc1O,x,x,12,x,32,-13,-3,x
COc1cc(NC(=O)c2ccco2)ccc1NC(=O)c1ccccc1Cl,0,-2,x,-21,x,x,x,2
C[C@@H]1CN([C@H](C)CO)S(=O)(=O)c2ccc(C#CC3CC3)cc2O[C@@H]1CN(C)S(C)(=O)=O,6,2,-4,0,5,-6,-2,-1
O=C(Nn1cnnc1)c1ccc(Cl)c(Cl)c1,9,-1,23,2,-13,-21,-2,-2
C[C@H]1CN([C@@H](C)CO)C(=O)c2cc(C3=CCCC3)cnc2O[C@H]1CN(C)Cc1ccccn1,-7,1,18,35,10,-2,9,1
CC(C)OC(=O)/C(=C/c1cccnc1)NC(=O)c1ccccc1,x,x,2,x,-2,18,-7,x
COc1ccc([C@H]2C[C@H](O)[C@@H](n3cc(C4CC4)nn3)CN2Cc2cccs2)cc1,-12,0,-26,0,-10,-36,x,0
